Screens (PubChem)
FadD28 FP inh = inhibitors of FadD28 bisubstrate probe binding, primary screen, biochemical, fluorescence polarization, single point; AID 588549, 2011; Mycobacterium tuberculosis FadD28 fatty-acid-AMP ligase; 0.22% of 360,000 active; inhibition, % at 12.5 µM; in the data active = inhibition above about 8.5%, passing the limit was not always enough; inconclusive = no clear call, values can overlap the other calls
Yp Topo-I inh = Yersinia pestis topoisomerase I inhibitors, primary screen, biochemical, cleavage product accumulation, plate reader, single point; DNA topoisomerase I (Yersinia pestis CO92); Y. pestis Topo-I cleavage product accumulation; activity, % at 10 µM; 0.064% of 360,000 active; in the data active = activity above about 50%, passing the limit was not always enough; inconclusive = no clear call, values can overlap the other calls; also: inactives centre near 2
PrPC TRFRET = inhibitors of human cell surface prion protein PrPC, primary screen, cell-based, TR-FRET. 0.43% of 370,000 active. TR-FRET read-out. Major prion protein (Homo sapiens), P04156. inhibition, % at 13.8 µM; in the data active = inhibition above about 24%; also: 0% = median of the test wells and 100% = reference compound wells
PfHsp40 rescue = rescue of yeast from PfHsp40 toxicity, primary screen, S. cerevisiae, ATP luminescence. S. cerevisiae expressing PfHsp40, growth rescue. growth rescue, % at 12.5 µM. 0.68% of 340,000 active; in the data active = growth rescue above about 28%, passing the limit was not always enough; inconclusive = no clear call, values can overlap the other calls;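 also: yeast W303a lacking pdr1 and pdr3 grown in galactose medium; growth measured after three days at 30 °C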
Anthrax LF inh2 = Bacillus anthracis LF protease inhibitors, primary screen, biochemical, multiplex microsphere, MLPCN library | multiplex microsphere protease cleavage assay | Lethal factor (Bacillus anthracis), P15917 | inhibition, % at 10 µM | 0.12% of 360,000 active; also: plate controls were buffer without enzyme for full effect and enzyme alone for no effect
Target sequence (P15917 whole entry, looked up): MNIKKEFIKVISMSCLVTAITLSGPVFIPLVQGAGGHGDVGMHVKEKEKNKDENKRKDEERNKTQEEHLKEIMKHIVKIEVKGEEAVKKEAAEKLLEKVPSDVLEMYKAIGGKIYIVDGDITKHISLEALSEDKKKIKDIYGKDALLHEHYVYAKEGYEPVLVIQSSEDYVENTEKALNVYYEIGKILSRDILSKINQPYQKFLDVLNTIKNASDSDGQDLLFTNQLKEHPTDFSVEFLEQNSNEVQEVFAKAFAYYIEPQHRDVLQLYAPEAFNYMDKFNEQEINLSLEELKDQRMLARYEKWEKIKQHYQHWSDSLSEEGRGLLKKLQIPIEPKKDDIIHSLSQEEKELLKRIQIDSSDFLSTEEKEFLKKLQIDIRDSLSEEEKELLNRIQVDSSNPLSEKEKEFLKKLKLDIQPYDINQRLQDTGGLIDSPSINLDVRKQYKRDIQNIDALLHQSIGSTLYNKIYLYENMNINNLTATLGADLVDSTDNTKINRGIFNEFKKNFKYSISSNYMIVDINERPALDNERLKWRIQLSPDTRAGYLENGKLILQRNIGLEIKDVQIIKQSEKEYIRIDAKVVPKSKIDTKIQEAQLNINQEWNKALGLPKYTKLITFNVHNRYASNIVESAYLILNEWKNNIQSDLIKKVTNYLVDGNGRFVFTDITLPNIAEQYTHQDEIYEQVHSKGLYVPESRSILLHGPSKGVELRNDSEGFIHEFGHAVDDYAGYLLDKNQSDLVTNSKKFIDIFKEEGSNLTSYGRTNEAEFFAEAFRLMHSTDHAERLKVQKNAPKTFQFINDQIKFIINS
BoNT A protease = BoNT/A light chain protease inhibitors, primary screen, biochemical, flow cytometry, MLPCN library; multiplex microsphere protease substrate cleavage; inhibition, % at 10 µM; 0.17% of 360,000 active; also: plate controls were buffer without enzyme for full effect and enzyme alone for no effect
BoNT-F LC inh = BoNT/F light chain protease inhibitors, primary screen, biochemical, flow cytometry, MLPCN library; 0.22% of 360,000 active; Multiplex microsphere protease cleavage assay; inhibition, % at 10 µM; Botulinum neurotoxin type F light chain protease (Clostridium botulinum); in the data active = inhibition above about 35%, passing the limit was not always enough; inconclusive = no clear call, values can overlap the other calls; also: plate controls were buffer without enzyme for full effect and enzyme alone for no effect
TcdB GH inh = TcdB glycohydrolase inhibitors, primary screen, biochemical, single point, plate reader; 0.24% of 350,000 active; AID 652162, 2013; Toxin B (Clostridioides difficile), P18177; inhibition, % at 9.99 µM; TcdB glycohydrolase enzymatic assay; in the data active = inhibition above about 10%
CCHFV vOTU inh = CCHFV vOTU protease inhibitors, primary screen, biochemical, Pep-AMC substrate, fluorescence. inhibition, % at 11.5 µM. 0.55% of 370,000 active; in the data active = inhibition above about 30%; also: 0% = vehicle wells with enzyme and 100% = no enzyme wells
* marks the source's active call; other numbers are inactive results; ? = inconclusive; . = not tested or not shown; & = joins results of further samples. Rule as the data show it, unless noted: active = inhibition above about 30%; inconclusive = no clear call, values can overlap the other calls; inactive = below that.

SMILES | FadD28 FP inh | Yp Topo-I inh | PrPC TRFRET | PfHsp40 rescue | Anthrax LF inh2 | BoNT A protease | BoNT-F LC inh | TcdB GH inh | CCHFV vOTU inh
COc1ccc(N2C(=O)C3ON(C4SC(=S)N(C)C4(C)C)C(c4ccc(Cl)cc4)C3C2=O)cc1 (stereo not given) | -2.6 | -7 | -1 | 1.2 | 0 | -1.0 | 0 | . | -8
O=C(CCc1nnc(CCCc2ccccc2)o1)NCCc1ccco1 | -2.4 | 5 | 7 | -0.4 | 1 | -0.2 | 1 | -1.9 | 7
Cc1ccc(-n2nnnc2C(Cl)(Cl)c2nnnn2-c2ccc(C)cc2)cc1 | -3.7 | 22 | 9 | -1.1 | -1 | 0.8 | -6 | 1.1 | -4
CC/C(=N\N=C(/CC)c1ccccc1N)c1ccccc1N | -0.6 | -3 | 0 | -0.3 | 0 | 1.2 | 0 | 1.0 | 2
Cc1ccc(CNC(=O)COC(=O)CCOc2ccc(C)cc2)cc1 | -1.4 | 21 | 3 | 1.1 | -3 | 5.2 | 1 | 0.9 | 4
COCC1CCN(Cc2nc(-c3ccc(OC)cc3)no2)CC1 | -4.6 | 9 | 6 | 0.3 | -6 | -0.3 | -5 | -0.8 | 12
O=C(O)C1C2CC3C(OC(=O)C31)C2Cl (stereo not given) | -3.2 | 0 | -2 | -1.2 | 1 | 0.0 | 3 | . | 2
Cc1cc(C)c2c(N)c(C(=O)N3CCN(c4ncccn4)CC3)sc2n1 | -0.2 | 3 | -11 | -0.5 | 1 | 1.3 | 13 | . | -3
O=C(O)CCCC(=O)N(Cc1ccccc1)Cc1ccccc1 | -0.6 | -1 | 10 | -0.1 | -28 | -1.2 | -9 | . | 8
CC1Cc2nc(SCC(=O)Nc3nc4ccccc4s3)n(C)c(=O)c2S1 (stereo not given) | -4.2 | 11 | 9 | 0.2 | 2 | 0.0 | -5 | 3.2 | 9
CC(=O)NC(CCS(C)(=O)=O)C(=O)Nc1cccc2ccccc12 (stereo not given) | 0.2 | 1 | -2 | 1.4 | -7 | -1.3 | -11 | -0.4 | -2
COc1ccccc1NS(=O)(=O)c1ccc(C(=O)N2CCN(c3ccccc3O)CC2)cc1 | -2.4 | 4 | -3 | -0.3 | -1 | 0.1 | 0 | 0.2 | -9
COc1cccc2c1OCC(CN1CCN(CCC(C)C)C(CCO)C1)=C2 (stereo not given) | 0.4 | -10 | 1 | 0.5 | 7 | 0.7 | 2 | 0.2 | -17
COc1ccc(-c2c(C)oc3c(CN4CCCC(C)C4)c(O)ccc3c2=O)cc1OC (stereo not given) | -0.6 | 7 | -2 | -0.5 | -5 | -5.4 | -9 | -0.2 | -44
Cc1ccc(N=C2NC(=O)/C(=C/C=C/c3ccco3)S2)cc1C | 1.6 | 2 | 0 | 1.3 | -2 | 4.1 | -8 | . | 20
COc1ccccc1CN1C[C@@H]2C[C@@H](c3[nH]c4c(C)cccc4c3C)N3CCC[C@@]23C1=O | -1.2 | 9 | 5 | 0.9 | -1 | 1.1 | -5 | 2.0 | 1
Cc1ccc2sc(N(CCCN(C)C)C(=O)CN3C(=O)c4ccccc4C3=O)nc2c1C | -3.5 | 3 | -9 | 1.4 | -1 | 0.4 | 4 | 0.7 | 10
Cn1nc(-c2ccc(C(=O)N3CCN(Cc4ccccc4)CC3)cc2)c2ccccc2c1=O | -0.1 | 10 | 3 | 0.7 | -18 | 0.8 | -4 | -5.8 | 3
COc1ccc(N2CCN(C(CNC(=O)C(=O)NCCCO)c3ccco3)CC2)cc1 (stereo not given) | 0.0 | -11 | 6 | -0.9 | 1 | 1.6 | 9 | 0.6 | 2
COc1ccccc1N1CCN(C(=O)CC(NC(=O)c2ccccc2Cl)c2ccccc2)CC1 (stereo not given) | -4.8 | 23 | -5 | -0.6 | -3 | 0.0 | -2 | 1.8 | 12
Cc1ccc2c(c1)[C@H]1[C@H](CO2)[C@H](c2ccccc2)[C@]2(C)C(=O)Nc3ccc(Cl)cc3C(=O)N12 | 0.3 | 7 | 25* | -0.7 | -3 | 0.6 | 12 | 0.6 | 14
Cc1cn([C@H]2C[C@H](O)[C@@H](CCC(=O)NCCN3CCCCC3)O2)c(=O)[nH]c1=O | -1.9 | 0 | 7 | -1.3 | 3 | 0.1 | -6 | 0.2 | 16
COc1ccc(CNC(=O)CN(C)Cc2ccccc2F)cc1OC | 4.1 | 5 | 2 | -1.0 | -7 | -3.7 | -7 | 3.6 | 4
CCC(C)NC(=O)CSc1nnc(-c2ccc(C(C)(C)C)cc2)n1C (stereo not given) | -2.9 | 1 | -1 | -0.6 | 1 | 1.0 | 1 | . | 11
Cc1noc(C(=O)Nc2cccnc2)c1Cl | -0.7 | 3 | 8 | -0.3 | 4 | 0.3 | 6 | -3.0 | 5

Quoted from the entries so far, eleven compounds:
SMILES | FadD28 FP inh | Yp Topo-I inh | PrPC TRFRET | PfHsp40 rescue | Anthrax LF inh2 | BoNT A protease | BoNT-F LC inh | TcdB GH inh | CCHFV vOTU inh
COCC1CCN(Cc2nc(-c3ccc(OC)cc3)no2)CC1 | -4.6 | 9 | 6 | 0.3 | -6 | -0.3 | -5 | -0.8 | 12
O=C(O)C1C2CC3C(OC(=O)C31)C2Cl (stereo not given) | -3.2 | 0 | -2 | -1.2 | 1 | 0.0 | 3 | . | 2
Cc1cc(C)c2c(N)c(C(=O)N3CCN(c4ncccn4)CC3)sc2n1 | -0.2 | 3 | -11 | -0.5 | 1 | 1.3 | 13 | . | -3
O=C(O)CCCC(=O)N(Cc1ccccc1)Cc1ccccc1 | -0.6 | -1 | 10 | -0.1 | -28 | -1.2 | -9 | . | 8
CC1Cc2nc(SCC(=O)Nc3nc4ccccc4s3)n(C)c(=O)c2S1 (stereo not given) | -4.2 | 11 | 9 | 0.2 | 2 | 0.0 | -5 | 3.2 | 9
CC(=O)NC(CCS(C)(=O)=O)C(=O)Nc1cccc2ccccc12 (stereo not given) | 0.2 | 1 | -2 | 1.4 | -7 | -1.3 | -11 | -0.4 | -2
COc1ccccc1NS(=O)(=O)c1ccc(C(=O)N2CCN(c3ccccc3O)CC2)cc1 | -2.4 | 4 | -3 | -0.3 | -1 | 0.1 | 0 | 0.2 | -9
COc1cccc2c1OCC(CN1CCN(CCC(C)C)C(CCO)C1)=C2 (stereo not given) | 0.4 | -10 | 1 | 0.5 | 7 | 0.7 | 2 | 0.2 | -17
COc1ccc(-c2c(C)oc3c(CN4CCCC(C)C4)c(O)ccc3c2=O)cc1OC (stereo not given) | -0.6 | 7 | -2 | -0.5 | -5 | -5.4 | -9 | -0.2 | -44
Cc1ccc(N=C2NC(=O)/C(=C/C=C/c3ccco3)S2)cc1C | 1.6 | 2 | 0 | 1.3 | -2 | 4.1 | -8 | . | 20
COc1ccccc1CN1C[C@@H]2C[C@@H](c3[nH]c4c(C)cccc4c3C)N3CCC[C@@]23C1=O | -1.2 | 9 | 5 | 0.9 | -1 | 1.1 | -5 | 2.0 | 1

Other structures
SMILES | FadD28 FP inh | Yp Topo-I inh | PrPC TRFRET | PfHsp40 rescue | Anthrax LF inh2 | BoNT A protease | BoNT-F LC inh | TcdB GH inh | CCHFV vOTU inh
COCCNCCOCCOc1ccc(Cl)c(C)c1 | -1.9 | -1 | 0 | -0.1 | . | . | . | . | -8
O=C(Cc1cccc(NC(=O)C2CCN(S(=O)(=O)c3cccc([N+](=O)[O-])c3)CC2)c1)Nc1cccc(C(=O)N2CCOCC2)c1 | -4.2 | 12 | -6 | -1.0 | -5 | 0.2 | -2 | -0.7 | 2
COc1ccccc1/C=C/C(=O)OCC(=O)N1CCCCC1 | -3.3 | 10 | 4 | 0.2 | 1 | -0.2 | 2 | 1.2 | -10
CCCOc1ccc2cc(C(=O)NCc3ccccc3)c(=O)oc2c1 | -0.3 | 0 | 0 | 0.2 | -12 | -1.8 | -8 | 0.7 | -31
Cn1cc(CCC(=O)N2CCCC(CCC(=O)NCc3ccc(F)c(F)c3)C2)cn1 (stereo not given) | 1.2 | -8 | 0 | 1.5 | -1 | -0.3 | -6 | 0.7 | -9
NC(=O)CCn1ccc2ccccc21 | -0.8 | 0 | 8 | -1.1 | -2 | 0.5 | -1 | 0.7 | -9
Cc1cc(C)cc(OCC(=O)N(C)CC(=O)Nc2ccc(N3CCOCC3)cc2)c1 | -1.7 | -4 | -2 | -0.6 | -3 | 1.7 | -3 | 2.6 | 14
O=C(NCCC1=CCCCC1)C1CCC(CNc2nc(=S)[nH]c3ccccc23)CC1 (stereo not given) | -3.0 | 5 | -6 | -1.5 | -2 | 0.1 | 0 | -0.2 | -13
Cc1nc(-c2ccccc2OC(F)(F)F)[nH]c(=O)c1Cl | -6.8 | 13 | 0 | 0.1 | -3 | -0.5 | -9 | 0.8 | 0
C[C@@H]1CN([C@@H](C)CO)C(=O)CCCn2nncc2CO[C@@H]1CN(C)C(=O)Nc1cccc2ccccc12 | 0.3 | 2 | 5 | . | -5 | -0.5 | -4 | -0.2&-0.9 | 9
CCn1cc(S(=O)(=O)N2CCc3ccccc3C2)cn1 | 0.5 | -3 | 2 | 2.2 | 4 | 0.0 | 5 | 1.3 | -2
O=C(O)CCC(=O)OCC1CCCO1 (stereo not given) | -0.9 | -7 | 2 | 1.2 | 1 | 0.3 | 0 | . | -15
Cc1nn(Cc2ccc(C(=O)N3CCN(C(=O)c4ccco4)CC3)o2)c(C)c1[N+](=O)[O-] | 1.2 | 4 | -4 | 2.6 | -1 | -2.0 | -8 | -0.7 | 17
CCc1ccc(N2CC34C=CC(O3)C(C(=O)OC)C4C2=O)cc1 (stereo not given) | -1.9 | -7 | 6 | -1.2 | -6 | -0.3 | -4 | 0.3 | -9
CN(C)S(=O)(=O)c1cccc(C(=O)NCCCn2ccnc2)c1 | -2.7 | -1 | 11 | 0.2 | -6 | 0.3 | 2 | 1.2 | 0
COc1cc(OC)cc(C(=O)N[C@H](C(=O)Nc2ccc(S(=O)(=O)N(C)C)cc2)C(C)C)c1 | -15 | 16 | -3 | -0.9 | -6 | 0.1 | 0 | 1.7 | 13
Cn1nc(-c2ccc(OCC(=O)NCC3CCCO3)cc2)c2ccccc2c1=O (stereo not given) | -3.8 | -2 | 0 | -0.1 | 1 | -0.3 | -7 | . | 1
OCCNc1nc(N2CCCC2)nc(N2CCCC2)n1 | 0.3 | 6 | 3 | -1.5 | -8 | 0.1 | 2 | . | -8
Cc1nnc(SCCn2c(N3CCN(Cc4ccccc4)CC3)nc3c2c(=O)[nH]c(=O)n3C)s1 | -0.5 | 28 | -3 | -1.2 | ? | 0.7 | 9 | . | 1
COc1ccc(C2N(Cc3ccccc3)CC(=O)N2/N=C(\C)c2ccccc2)cc1 (stereo not given) | -1.0 | 34 | 6 | 0.4 | 3 | 0.3 | 0 | . | -4
COc1cccc(NC(=O)CN(C)C(=O)/C=C/c2cn(-c3ccccc3)nc2-c2cccs2)c1 | 5.5 | 11 | 3 | 1.0 | 6 | 2.7 | 11 | 0.3 | -14
CN(C)CCNc1ncnc2c1sc1nc(N3CCCC3)c3c(c12)CC(C)(C)OC3 | -0.9 | -13 | -5 | 0.5 | -3 | -3.4 | 0 | 5.0 | 2
CCN(CC)S(=O)(=O)c1cccc(C(=O)N[C@H](C(=O)NCc2ccc(Cl)cc2)C(C)C)c1 | -0.6 | 24 | 1 | 0.2 | -3 | 0.6 | -1 | . | 9
CCOc1ccc(OCC)c(S(=O)(=O)NCc2ccccn2)c1 | -3.4 | 4 | 1 | -1.3 | 3 | 0.1 | 6 | 0.4 | 3
CCC1=C(OC(=O)N(CC)CC)N2C(=O)OC(=NCC(=O)OC)[C@]2(C)[C@H]2C1=CC[C@H]1C(=O)N(CC)C(=O)[C@H]12 | 0.4 | 4 | -1 | -0.5 | 9 | 0.0 | 2 | 1.5 | -6
